# High-throughput results from PubChem.
# KCC2 mod = KCC2 (human) Cl- transport modulation; Q9H2X9; KCC2 cells, thallium flux FluoZin-2 fluorescence; B-score of Tl+ flux slope (higher = more flux/activation; lower = inhibition) at 10 µM; 190,000 compounds, 2.2% hits;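 active = thallium flux slope and its plate-corrected score both differing from the plate sample mean at a set confidence after two filtering rounds, in either direction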;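 also: slope of fluorescence scaled to starting intensity during 10 to 20 s after thallium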
# EBV gp42 block = inhibitors of Epstein-Barr virus glycoprotein 42. Q1HVG2. AID 1085. 220,000 compounds, 0.42% hits. Fluorescence polarization binding assay, mP read-out. inhibition, % (tested at 21.74 µM); in the data active = inhibition above about 50%
# eIF4E-4G inh = eIF4E/eIF4G interaction inhibition in translation initiation; TR-FRET eIF4E-eIF4GI(517-606) binding, 2 h; inhibition, % at 21.7 µM; P63073+Q04637; 220,000 compounds, 0.37% hits;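 active = inhibition above about 30%, limit read from the data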;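 also: 0% = full FRET control wells and 100% = background wells lacking eIF4GI fragment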
# Target sequence (P63073 whole entry, looked up, the tested form may be a part): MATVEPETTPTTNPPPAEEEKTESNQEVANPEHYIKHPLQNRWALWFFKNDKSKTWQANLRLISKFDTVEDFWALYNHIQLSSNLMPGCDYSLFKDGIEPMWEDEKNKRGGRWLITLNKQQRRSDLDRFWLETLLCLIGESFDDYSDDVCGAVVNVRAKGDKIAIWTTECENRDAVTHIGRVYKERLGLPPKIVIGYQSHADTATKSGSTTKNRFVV
# Target sequence (Q04637 whole entry, looked up, the tested form may be a part): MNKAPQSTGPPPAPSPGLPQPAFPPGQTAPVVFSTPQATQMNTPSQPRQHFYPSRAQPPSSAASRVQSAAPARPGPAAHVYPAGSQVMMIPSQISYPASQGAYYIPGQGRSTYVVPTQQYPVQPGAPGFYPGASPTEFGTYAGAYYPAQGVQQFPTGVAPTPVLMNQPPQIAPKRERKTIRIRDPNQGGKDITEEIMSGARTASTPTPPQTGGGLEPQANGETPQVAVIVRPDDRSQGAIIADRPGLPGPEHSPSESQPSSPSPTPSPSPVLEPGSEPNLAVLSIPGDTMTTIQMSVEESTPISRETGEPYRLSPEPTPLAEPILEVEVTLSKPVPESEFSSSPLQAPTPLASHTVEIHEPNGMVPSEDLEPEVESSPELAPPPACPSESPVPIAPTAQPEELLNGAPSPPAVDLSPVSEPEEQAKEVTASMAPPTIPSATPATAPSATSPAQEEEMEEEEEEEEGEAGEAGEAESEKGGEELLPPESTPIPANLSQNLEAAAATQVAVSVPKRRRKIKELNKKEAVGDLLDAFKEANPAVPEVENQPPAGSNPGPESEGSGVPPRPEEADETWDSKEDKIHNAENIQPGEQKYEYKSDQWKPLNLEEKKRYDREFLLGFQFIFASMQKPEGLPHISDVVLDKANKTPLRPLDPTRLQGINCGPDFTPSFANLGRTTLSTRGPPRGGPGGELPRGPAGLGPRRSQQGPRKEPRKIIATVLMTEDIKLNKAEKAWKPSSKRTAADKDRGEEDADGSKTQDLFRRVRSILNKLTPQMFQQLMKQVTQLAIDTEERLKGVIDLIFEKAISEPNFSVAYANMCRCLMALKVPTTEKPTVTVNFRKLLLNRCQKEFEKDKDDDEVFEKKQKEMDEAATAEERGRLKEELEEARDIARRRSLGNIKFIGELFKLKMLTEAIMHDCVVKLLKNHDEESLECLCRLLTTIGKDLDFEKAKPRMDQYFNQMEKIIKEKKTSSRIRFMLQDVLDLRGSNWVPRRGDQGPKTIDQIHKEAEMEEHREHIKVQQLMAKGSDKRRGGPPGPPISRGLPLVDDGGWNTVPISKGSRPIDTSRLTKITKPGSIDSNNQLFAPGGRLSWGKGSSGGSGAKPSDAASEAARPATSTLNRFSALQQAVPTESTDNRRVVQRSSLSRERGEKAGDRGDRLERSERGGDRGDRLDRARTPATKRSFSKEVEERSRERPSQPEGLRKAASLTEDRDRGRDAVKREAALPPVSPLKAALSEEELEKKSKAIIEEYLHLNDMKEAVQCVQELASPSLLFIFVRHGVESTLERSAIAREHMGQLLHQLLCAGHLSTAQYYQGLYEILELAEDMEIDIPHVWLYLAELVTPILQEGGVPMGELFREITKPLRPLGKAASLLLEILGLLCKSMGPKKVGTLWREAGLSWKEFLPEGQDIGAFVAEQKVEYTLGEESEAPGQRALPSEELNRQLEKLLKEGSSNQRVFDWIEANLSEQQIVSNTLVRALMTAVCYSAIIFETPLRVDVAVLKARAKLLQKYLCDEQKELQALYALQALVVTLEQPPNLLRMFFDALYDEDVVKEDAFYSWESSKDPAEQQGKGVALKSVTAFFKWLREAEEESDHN
# Rad51 HR inh = Rad51 (human) homologous recombination inhibition; Q06609; inhibition, % at 10 µM; AID 1385; hRad51 DNA strand exchange, fluorescence dequenching; 200,000 compounds, 0.085% hits;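 active = inhibition above 40% at the single screening dose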;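 also: 0% = DMSO control wells and 100% = blanks with heterologous ssDNA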
#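 Test system – preformed human Rad51 ssDNA filaments · Reagent – Donor/quencher-labelled 47-bp dsDNA substrate · Incubation – 37 °C 15-min filament assembly, 30-min compound preincubation, 15-min exchange · Signal – FRET fluorescence dequenching, excitation 485 nm, emission 520 nm · Read-out – percent inhibition from fluorescence, normalised to plate control and blank means · Benchmarks – plate control and blank wells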
# PERK inh = human PERK inhibition, primary cell-based screen. CHO PERK-DD fusion, SEAP luminescence translation reporter. inhibition, % at 5.6 µM. AID 1416. 220,000 compounds, 0.17% hits;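 active = inhibition above the mean inhibition of all tested compounds plus 3 SD, set separately per screening campaign, cut at about 2.9% in these data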;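 also: PERK kinase domain activated by AP20187 dimerizer at 100 nM; 0% = DMSO with dimerizer and 100% = rapamycin at 8.4 µM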
# TNF death inh = blocks TNF-alpha induced death of Jurkat FADD-/- cells. Jurkat FADD-/- TNF necroptosis rescue, ATP luminescence, 24 h; 0 = TNF only, 100 = no-TNF cells. activation (protection from cell death), % at 10 µM. 220,000 compounds, 0.068% hits. AID 463075;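 active = activation, meaning protection from cell death, of at least 50% relative to plate controls; inactive = activation below 50%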;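 also: necroptosis triggered by 40 ng/mL TNF-alpha added together with compound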
# Mdm2 ligase inh = Mdm2 E3 ligase (human) inhibition; 210,000 compounds, 0.11% hits; Q00987; cell-based MDM2 ubiquitination luciferase reporter, 2 h; 0 = plate control, 100 = twice control, blank-subtracted; signal enhancement, % at 5 µM;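 active = signal enhancement of 30% or more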;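 also: luminescence tracks abundance of the self-degrading MDM2-luciferase fusion protein; higher signal means inhibition of MDM2 E3 ligase activity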
#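 Material: stable MDM2–luciferase fusion reporter cells / Quantity: 2000 cells/well / Dosing: single 5 µM compound dose, 0.2% final DMSO / Buffer or medium: DMEM / Schedule: 4 h cell settling then 2 h compound exposure, 37 °C / Detection: luminescence with SteadyLite reagent, 15 min at room temperature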
# zVAD death inh = L929 zVAD cell death inhibition. L929 zVAD necroptosis rescue, ATP luminescence, 24 h; with zVAD 60 µM. viability rescue, % at 10 µM. 220,000 compounds, 0.38% hits;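 active = activation, scaled between plate controls, above about 75%, limit read from the data; inactive = activation under that limit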;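 also: 0% = zVAD with DMSO and 100% = DMSO alone without zVAD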
# Calpain2 inh = calpain II (pig) inhibition; 220,000 compounds, 0.37% hits; AID 1236; purified calpain II, fluorogenic peptide substrate, 30 min; inhibition, % at 16 µM;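 active = inhibition above about 50%, limit read from the data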
# Numbers without * were called inactive; x = not tested or not shown; [ ] = dose if it differs, or a comment.
# Under each structure – KCC2 mod, EBV gp42 block, eIF4E-4G inh, Rad51 HR inh, PERK inh, TNF death inh, Mdm2 ligase inh, zVAD death inh, Calpain2 inh
[1] CCOC(=O)c1cc(C#N)c(SCc2ccc(C#N)cc2)nc1C
 : 0.277, -26.3, -5.7, -6.8, -0.5, -6.3, -7.2, -0.5, 9.0
[2] COc1ccc(Br)cc1C(=O)Nc1nnn(C)n1
 : x, -3.1, -6.2[fluorescence artefact?], -2.4, -1.0, 0.7, -17.0, 1.1, -1.0
[3] COc1ccc(C(=O)Nn2cnc3scc(-c4cccs4)c3c2=O)c(O)c1
 : -2.19, -8.0, 3.3, -4.2, -0.1, 0.4, -15.4, -0.1, -104.3
[4] C/C(N)=C(/C#N)C(=O)CSc1nnc(C)n1-c1ccccc1
 : 0.784, 5.0, -0.2, -17.0, -0.8, 0.7, 0.8, 0.2, 33.5
[5] N#Cc1c(-n2ccnc2)cccc1-n1ccnc1
 : 1.48, -7.0, 2.5[fluorescence artefact?], -2.1, 0.7, -1.4, 10.7, 0.4, -17.0
[6] COc1ccc(N(C)S(=O)(=O)c2cccc(C(=O)NC3CCCCCC3)c2)cc1
 : -0.822, 2.4, -2.9, 1.0, 0.0, 1.6, -9.6, 2.8, 35.5
[7] Cc1cccc(OCCCn2ccnc2)c1
 : -0.119, -14.7, 8.9, 0.3, 1.1, 2.2, -16.7, 0.0, -3.7
[8] CCc1ccc(NC(=O)C(NS(=O)(=O)c2cccc3nsnc23)c2ccccc2)cc1 (stereo unspecified)
 : -0.948, -0.8, -4.0, x, -0.3, 2.8, -3.3, x, -9.1
[9] Cc1cc([N+](=O)[O-])nn1CCCC(=O)Nc1c(C)n(C)n(-c2ccccc2)c1=O
 : -1.44, -5.4, 0.2, x, 0.5, 0.6, -11.0, -0.6, 21.4
[10] COc1ccc(NS(=O)(=O)c2cc(NC(=O)CC3CCCC3)ccc2N2CCOCC2)cc1
 : -0.00912, 3.2, -0.1, -2.9, 0.7, 3.5, -3.7, 13.1, -31.0
[11] O=C(NC1CCS(=O)(=O)C1)c1cccc(S(=O)(=O)N2CCCCCC2)c1 (stereo unspecified)
 : -0.833, 7.3, 0.3, x, -0.9, -0.9, -3.6, -1.3, 7.8
[12] CCOC(=O)C1CCN(C(=S)Nc2ccc(C)cc2)CC1
 : 0.739, -1.2, 1.0, 6.2, 1.0, -0.3, -19.8, 1.4, -4.1
[13] CCCC(=Nc1ccccc1)C1=C(O)C(C(=O)OC)C(C)(C)CC1=O (stereo unspecified)
 : -0.523, -8.5, -0.8, x, 0.1, -0.6, -7.8, -0.1, -1.1
[14] COc1cc(C(=O)N2CCC(NC(=O)C(Cc3ccccc3)NC(C)=O)CC2)cc(OC)c1OC (stereo unspecified)
 : -0.116, -13.4, 1.6[fluorescence artefact?], 3.4, 1.2, -1.3, -17.8, 0.3, -0.8
[15] O=C(Nc1c[nH]c(=O)[nH]c1=O)c1ccc([N+](=O)[O-])cc1
 : 0.784, 1.3, -0.2, -4.3, 1.6, -0.7, -4.4, 0.8, 29.8
[16] O=C(Cc1c(O)c2ccccc2[nH]c1=O)N(Cc1ccccc1)Cc1ccccc1
 : -0.914, -6.6, 2.1[fluorescence artefact?], -1.5, -0.2, -2.3, 2.8, -0.5, 20.1
[17] CCOC(=O)N1CCN(C(=O)CCC(=O)N2CCOc3ccc(C)cc32)CC1
 : -0.586, x, x, -6.0, 0.7, 0.1, -9.4, 0.5, x
[18] COc1cc(/C=C2\C(=O)N(c3ccccc3)N=C2C)ccc1Oc1ccc([N+](=O)[O-])cc1[N+](=O)[O-]
 : 1.15, 21.0, -13.8, 14.9, 0.0, -1.4, -4.9, -0.4, -15.5
[19] Cc1c(NC(=O)c2ccc(N3C(=O)C4C5C=CC(C5)C4C3=O)cc2)c(=O)n(-c2ccccc2)n1C (stereo unspecified)
 : 0.512, -6.2, 6.8[fluorescence artefact?], -3.4, 0.2, -2.8, -1.6, -0.1, -16.5
[20] C[C@@H]1CC=C[C@H]2[C@H]1C(=O)N(Cc1ccccc1)[C@H]2c1ccc(C(F)(F)F)cc1
 : -0.652, -21.3, 1.2, 4.6, x, -2.2, -0.6, 0.9, 23.4
[21] CCOC(=O)N1c2ccccc2C=CC1OCC (stereo unspecified)
 : 0.024, -9.9, 2.0, -4.7, 1.4, 2.0, x, 0.7, -24.9
[22] O=C(CSc1nc(-c2ccccc2)cc(C(F)(F)F)n1)c1cccc([N+](=O)[O-])c1
 : -0.00464, -13.3, -5.6[fluorescence artefact?], -6.3, 1.5, 0.9, -55.6, 1.2, -3.1
[23] C=CCn1c(=S)[nH]c2sc3c(c2c1=O)CCC3
 : 31.1*, -1.4, -0.7, 2.2, 0.7, -1.8, x, -0.9, -6.3
[24] Cc1cccc(C)c1NC(=O)CSc1nc(-c2ccco2)cc(C(F)(F)F)n1
 : 0.0598, -10.7, -0.9, -5.5, 0.3, -8.6, 11.5, 2.0, -18.8
[25] CCc1ccc(NC(=O)C(CC)c2ccccc2)cc1 (stereo unspecified)
 : -0.777, -5.2, 2.4, x, 0.6, 0.1, -6.8, 0.3, -2.6
[26] COc1ccccc1C(=O)N/C(=C/c1ccc(Br)cc1)C(=O)N1CCCC1
 : -0.916, 28.9, 3.7, x, 0.7, -0.6, -3.0, -1.6, 12.6
[27] O=C(CN1C(=O)/C(=C/c2ccccc2)SC1=S)NNC(=O)c1ccccc1O
 : -0.735, 2.5, 3.3, x, 0.4, -0.5, -7.8, 4.0, -49.9
[28] CC(C)CCNC(=O)C12CN(Cc3ccccc3)CC1C(c1cccc([N+](=O)[O-])c1)=NO2 (stereo unspecified)
 : -1.02, -24.2, -5.3, 0.4, -0.8, 0.9, -18.1, -0.2, 41.2
[29] Cc1cc(C)c(-c2c(O)c3cnn(-c4ccccc4)c3[nH]c2=O)c(C)c1
 : 0.522, -7.3, -0.5, x, 0.9, 0.5, 3.9, 0.6, -11.3
[30] Cc1cccc(C(=O)NC2CCN(C(=S)NCc3ccco3)CC2)c1
 : x, -6.9, -4.2, 1.1, 0.2, -2.3, -10.6, 0.2, -18.4
[31] O=C(Nc1cccc2cccnc12)c1ccc2c(c1)OCCO2
 : x, -12.2, -5.0, -6.6, -0.6, -1.5, -4.5, -0.9, -23.6
[32] CC(=O)Nc1ccc(NC(=O)c2ccc(C3SCC(=O)N3CCc3ccccc3)cc2)cc1 (stereo unspecified)
 : -0.905, -61.0, 2.8, -107.7, 0.1, 3.2, -1.8, 1.6, -14.3
[33] CC1(C)CC(=O)C2=C(C1)OC1=C(C(=O)CC(C)(C)C1)C2c1ccc(O)c([N+](=O)[O-])c1
 : 0.00443, 1.9, 2.4, 16.0, 0.7, 0.0, -11.0, -0.4, -5.3
[34] Cc1cc(Cl)ccc1OCCCC(=O)NCc1ccccn1
 : x, -15.6, 1.9, 4.8, 0.3, 0.6, 15.6, 2.8, -32.4
[35] O=C(O)CCC(=O)Nc1ccc(Br)cc1C(=O)c1ccc(Cl)cc1
 : -1.37, -13.9, -3.6, x, 1.9, -1.1, 7.2, 0.5, 2.5
[36] CCN(CC)c1ccc(/C=N/NC(=O)c2c(Cl)c(C)nn2C)cc1
 : -1.21, -8.3, 16.9, 4.9, 0.5, 2.3, 4.1, 0.6, -18.5
[37] c1ccc(C2[C@H]3CN(CC4CCCCC4)[C@H](c4ccccc4)C34CC2(c2cccnc2)C4)cc1 (stereo partly specified)
 : 0.318, -15.5, -1.9, -1.6, x, -1.1, 5.9, 0.8, -10.6
[38] CCOc1cc(/C=N/O)cc(Br)c1OCC(=O)NCc1ccccc1
 : -2.14, -25.0, 0.8, -3.4, 0.3, 1.0, -7.7, 0.7, 10.9
[39] C/C(=N\NC(=S)NCc1ccccc1)c1ccc(Cl)cc1
 : 0.662, 3.3, -8.2, 0.6, 0.6, 0.3, -16.4, -0.1, 41.8
[40] CCN(Cc1cnn(C)c1)C(=O)CC1C(=O)NCCN1Cc1cccc(OC)c1OC (stereo unspecified)
 : 1.01, -16.8, 4.6, 16.6, 1.3, 0.2, 13.5, 0.2, -11.2
[41] O=C(NCc1ccccc1Cl)c1cnccn1
 : 0.552, -15.2, 4.8, -12.0, 0.4, 0.4, -0.7, 0.0, 4.7
[42] Cc1cccc(NC2=NCC(=O)N2Cc2ccccc2)c1
 : -0.533, -9.5, -4.7, 2.6, -0.4, -1.7, 13.3, -0.3, -0.5
[43] CCn1ccc(C(=O)N2CCOCC2)n1
 : 0.216, -4.3, 2.6, 13.2, 0.8, -1.0, -9.5, 0.6, -6.9
[44] CC(C)Cn1c(CN2CCN(c3ccccc3F)CC2)nc2c1c(=O)[nH]c(=O)n2C
 : -0.505, -12.2, -0.9, 6.9, 0.1, 0.4, -9.7, 0.5, -0.9

# Filtered by structure, those above with an aryl methoxy group.
# Under each structure – KCC2 mod, EBV gp42 block, eIF4E-4G inh, Rad51 HR inh, PERK inh, TNF death inh, Mdm2 ligase inh, zVAD death inh, Calpain2 inh
[2] COc1ccc(Br)cc1C(=O)Nc1nnn(C)n1
 : x, -3.1, -6.2[fluorescence artefact?], -2.4, -1.0, 0.7, -17.0, 1.1, -1.0
[3] COc1ccc(C(=O)Nn2cnc3scc(-c4cccs4)c3c2=O)c(O)c1
 : -2.19, -8.0, 3.3, -4.2, -0.1, 0.4, -15.4, -0.1, -104.3
[6] COc1ccc(N(C)S(=O)(=O)c2cccc(C(=O)NC3CCCCCC3)c2)cc1
 : -0.822, 2.4, -2.9, 1.0, 0.0, 1.6, -9.6, 2.8, 35.5
[10] COc1ccc(NS(=O)(=O)c2cc(NC(=O)CC3CCCC3)ccc2N2CCOCC2)cc1
 : -0.00912, 3.2, -0.1, -2.9, 0.7, 3.5, -3.7, 13.1, -31.0
[14] COc1cc(C(=O)N2CCC(NC(=O)C(Cc3ccccc3)NC(C)=O)CC2)cc(OC)c1OC (stereo unspecified)
 : -0.116, -13.4, 1.6[fluorescence artefact?], 3.4, 1.2, -1.3, -17.8, 0.3, -0.8
[18] COc1cc(/C=C2\C(=O)N(c3ccccc3)N=C2C)ccc1Oc1ccc([N+](=O)[O-])cc1[N+](=O)[O-]
 : 1.15, 21.0, -13.8, 14.9, 0.0, -1.4, -4.9, -0.4, -15.5
[26] COc1ccccc1C(=O)N/C(=C/c1ccc(Br)cc1)C(=O)N1CCCC1
 : -0.916, 28.9, 3.7, x, 0.7, -0.6, -3.0, -1.6, 12.6
[40] CCN(Cc1cnn(C)c1)C(=O)CC1C(=O)NCCN1Cc1cccc(OC)c1OC (stereo unspecified)
 : 1.01, -16.8, 4.6, 16.6, 1.3, 0.2, 13.5, 0.2, -11.2
